Assay outcomes (PubChem)
Lipid storage S3: qHTS Assay for Lipid Storage Modulators in Drosophila S3 Cells; Drosophila S3 cells, BODIPY lipid droplet fluorescence, 18-24 h; cells fed with added oleic acid; lipid storage change, negative = inhibition, % at the top dose, mostly 46.1 µM; hits show Potency in µM; 320,000 compounds, 0.64% hits; active = well fitted inhibition curve with a large enough effect in the signal ratio, with a control signal flat, not every such curve was filed as active; inconclusive = small, poorly fitted or top-dose-only effect, or effect the other way, or a change in a side signal; the % refers to the signal ratio
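Laser-scanning cytometry quantifies lipid droplet accumulation (500–530 nm total intensity; droplet/cell object ratio) in oleic acid-fed (400 uM added) Drosophila S3 cells treated with a concentration series. 20 uM Triacsin C defined 100% inhibition.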
Lipid storage S3 cell count max: also measured in Lipid storage S3; calls as there; cell number change, %; measured here: cell count max response;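 cells counted by Cell Tracker Red CMTPX staining in the red channel; peak over a dose series mostly up to 46.1 µM; percent activity relative to internal control wells on each plate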
An asterisk follows results filed as active; i = inactive; u = inconclusive; x = not tested or not shown; [ ] = remark or other dose. % is set by controls: 0 for no effect and ±100 for the full control effect; potency is the fitted concentration of half-maximal effect.

Values in the order: Lipid storage S3	Lipid storage S3 cell count max
> O=C(NCCCN1CCCCCC1)c1ccc(N2CCCC2=O)cc1
→ 0%	6
> COc1cccc(C(=O)N/N=C(\C)c2cccc(NC(=O)c3ccc(F)cc3)c2)c1OC
→ i	1
> O=C(N/N=C/c1cccc(Oc2ccccc2)c1)c1ccncc1
→ u	x
> CCOC(=O)CN(Cc1ccccc1)S(=O)(=O)c1ccc(NC(C)=O)cc1
→ u	x
> CCOC(=O)c1c(NC=O)sc2c1CCC2
→ u	x
> O=C(CCc1nnc2ccc(N3CCCCC3)nn12)NCc1ccco1
→ u	x
> CCn1c(=O)n(CC(=O)Nc2cc(OC)ccc2OC)c(=O)c2ccccc21
→ 17%	-9
> O=C(Nc1cc(C(F)(F)F)ccc1Cl)c1cccc(N2C(=O)CCC2=O)c1
→ -4%	x
> OCCNc1cc(Cl)ncn1
→ -12%	3
> CC1CCc2sc(C(=O)Nc3nnc(SCc4ccc(F)cc4)s3)cc2C1 (stereo unspecified)
→ -2%	14
> COc1ccc(N2CCN(C(=O)c3ccc(NS(=O)(=O)c4ccc(F)c(F)c4)cc3)CC2)cc1
→ 9%	-21
> COc1ccc(NC(C)=O)cc1NC(=O)CN1CCN(CC(=O)Nc2ccccc2Cl)CC1
→ -14%	-12
> Cc1cc(-c2nc3ccccc3[nH]2)ccc1N
→ -3%	-5
> Cc1ccc(C)c(CNC(=O)Nc2ccccc2)c1
→ -6%	2
> CC(C)CCCN1CCN=C1N(C)C
→ u	x

Part of the list above in order of molar mass, rising.
Values in the order: Lipid storage S3	Lipid storage S3 cell count max
> CCOC(=O)c1c(NC=O)sc2c1CCC2
→ u	x
> O=C(N/N=C/c1cccc(Oc2ccccc2)c1)c1ccncc1
→ u	x
> O=C(Nc1cc(C(F)(F)F)ccc1Cl)c1cccc(N2C(=O)CCC2=O)c1
→ -4%	x
> COc1ccc(N2CCN(C(=O)c3ccc(NS(=O)(=O)c4ccc(F)c(F)c4)cc3)CC2)cc1
→ 9%	-21

More records follow:
Values in the order: Lipid storage S3	Lipid storage S3 cell count max
> CC(C)CN(CCCNC(=O)CC1Oc2ccccc2NC1=O)CC(C)C (stereo unspecified)
→ -9%	-8
> O=C(Nc1ccc(C(=O)c2ccccc2)cc1)c1ccccc1
→ u	x
> CCOC(=O)c1c(C)[nH]c(C)c1S(=O)(=O)N1CCCCC1
→ -23%	1
> O=C(NC12CC3CC(CC(C3)C1)C2)N1CC2Cc3cccc(=O)n3C(C2)C1 (stereo unspecified)
→ u	x
> O=C(CSc1nc2ccccc2c(=O)[nH]1)c1ccccc1
→ -2%	2
> COc1ccc(NC(=O)Cn2nnc(C(=O)NCCc3ccccc3)c2N)c(OC)c1
→ i	6
> COC(=O)Cc1ccc(NC(=S)NCc2cccc(OC)c2)cc1
→ -36%	-29
> COc1ccc(CNCc2ccc(F)cc2)c(OC)c1
→ 1%	-7
> Cn1cc(Br)c(C(=O)N/N=C/c2cc3c(cc2Cl)OCO3)n1
→ u	x
> NS(=O)(=O)c1ccc(CCNC(=O)COC(=O)CC(c2ccccc2)c2ccccc2)cc1
→ u	x
> CC(C)NC(=O)c1c(O)c2ccccc2[nH]c1=O
→ u	x
> Cc1nc2ccc(NC(=O)Cn3cnc4c3c(=O)n(C)c(=O)n4C)cc2s1
→ 11%	0
> O=S(=O)(NCc1ccccc1)c1ccc(S(=O)(=O)N(Cc2cccs2)CC2CCCO2)cc1 (stereo unspecified)
→ i	x
> Cc1c(NC(=O)c2nn3c(C(F)(F)F)cc(-c4ccccc4)nc3c2Br)c(=O)n(-c2ccccc2)n1C
→ u	x
> Cc1cc(C)c2nc(C(F)(F)F)nc(N3CC(C)OC(C)C3)c2c1 (stereo unspecified)
→ -15%	x
> COc1cc(C(=O)NCc2ccc(-n3cccc3)cc2)cc(OC)c1OC
→ u	x
> COc1ccc(/C=N/Nc2nc(=O)[nH]nc2C)cc1OC
→ u	x
> CC(=O)N1CCCC1(C(=O)O)c1ccccc1 (stereo unspecified)
→ -6%	12
> Cc1cc(C(=O)N/N=C/c2cccc([N+](=O)[O-])c2)c(C)n1-c1ccccc1
→ u	x
> O=C(Nc1ccccc1N1CCN(c2ccc(F)cc2)CC1)c1ccccc1
→ u	x
> Cc1c(CC(=O)NCCC(C)C)c(=O)oc2cc3c(cc12)CCC(C)(C)O3
→ 0%	x
> CCN(CC)Cc1c[nH]c2c(C(=O)OC)cccc12
→ -1%	16
> CCC/C(=N\NC(=O)CNC(=O)/C=C/c1ccco1)c1ccccc1
→ 1%	-1
> COc1ccc(CCNC(=O)Cc2cccs2)cc1OC
→ 11%	8
> CC1(C)CC(=O)C(=Cc2cn(CCC#N)nc2-c2ccc(Cl)cc2)C(=O)C1
→ u	x
> COc1ccc(CCNC(=O)c2nnn(-c3cccc(C)c3)c2N)cc1OC
→ u	x
> O=C(O)c1cccnc1-c1ncccc1C(=O)O
→ 0%	8
> Cc1nn(C)c(C)c1NC(=O)c1ccc(Cl)cc1
→ i	19
> C=CCn1c(=NC(=O)c2cccs2)sc2cc(NC(C)=O)ccc21
→ 1%	9
> COc1ccccc1NC1=CC(=O)CC(c2ccccc2)C1 (stereo unspecified)
→ 4%	8

Record cards, from the list above. Order of values: Lipid storage S3	Lipid storage S3 cell count max
COc1cc(C(=O)NCc2ccc(-n3cccc3)cc2)cc(OC)c1OC is listed as u	x
COc1ccc(/C=N/Nc2nc(=O)[nH]nc2C)cc1OC is listed as u	x

Later entries
mol	Lipid storage S3	Lipid storage S3 cell count max
c1ccc(C2=Nn3c(nnc3-c3ccco3)SC2)cc1	-13%	-7
Cn1c(=O)[nH]c(=O)c2c1nc(N1CCCCC1)n2CC(O)COc1ccc([N+](=O)[O-])cc1 (stereo unspecified)	i	x
COc1cc(C(=O)Nc2ccc(OCC(=O)O)cc2)cc(OC)c1OC	u	x
Cc1ccc(C(=O)OCC(=O)Nc2ccccc2N2CCOCC2)cc1	1%	-10
COc1ccc(C(CNC(=O)c2cccc(S(=O)(=O)Nc3ccccc3OC)c2)N2CCOCC2)cc1 (stereo unspecified)	u	x
CC(C)CNC(=O)CSc1nnc(-c2ccc(Cl)cc2)n1N	-12%	6
Cc1cc(C)c(S(=O)(=O)c2ccccc2C(=O)O)c(C)c1	u	x
COC(=O)C1=C(C)Nc2c(c(=O)n(C)c(=O)n2C)C1c1cccc(O)c1 (stereo unspecified)	1%	9
COc1ccc(C(=O)CCC(=O)Nc2cccnc2)c(OC)c1	u	x
Nc1nc(-c2ccccc2)cn1N	u	x
COc1ccc(N2C(=O)NC3CC2(C)Oc2ccccc23)cc1 (stereo unspecified)	0%	7
CC1CC(C)CN(CCCNC(=O)CCC(=O)N2CC(C)Oc3ccccc32)C1 (stereo unspecified)	u	x
CCCCc1nc2cc(C(=O)N3CCCCC3CCNC(C)=O)ccc2o1 (stereo unspecified)	u	x
COc1ccc(-n2nc(C(=O)NCC(=O)NCC3CCCO3)c3ccccc3c2=O)cc1Cl (stereo unspecified)	-19%	-13
Cc1nc2scc(C)n2c(=O)c1S(=O)(=O)Nc1ccc(N2CCN(S(C)(=O)=O)CC2)cc1	i	-9

3 entries from above, field by field.
CCCCc1nc2cc(C(=O)N3CCCCC3CCNC(C)=O)ccc2o1 (stereo unspecified)
  Lipid storage S3: u
  Lipid storage S3 cell count max: x

COc1ccc(-n2nc(C(=O)NCC(=O)NCC3CCCO3)c3ccccc3c2=O)cc1Cl (stereo unspecified)
  Lipid storage S3: -19%
  Lipid storage S3 cell count max: -13

Cc1nc2scc(C)n2c(=O)c1S(=O)(=O)Nc1ccc(N2CCN(S(C)(=O)=O)CC2)cc1
  Lipid storage S3: i
  Lipid storage S3 cell count max: -9

Remaining list, next part.
mol	Lipid storage S3	Lipid storage S3 cell count max
COc1cc2[nH]c(=S)nc(NCc3ccccc3)c2cc1OC	u	x
O=C(O)CCc1ccc(-c2ccccc2)n1-c1cccc(C(=O)O)c1	6%	2
CCOc1c(Br)cc(C(N)=O)cc1OCc1ccccc1	u	x
CN(C(=O)COC(=O)c1nc(Cl)c(Cl)c(Cl)c1Cl)C1CCS(=O)(=O)C1 (stereo unspecified)	11%[9.22 µM]	17
O=C1CCCN1CCCN1CC(C(=O)N(CCO)Cc2ccccc2)CCC1=O (stereo unspecified)	21%	8
COc1cccc(NC(=O)CN(C)C(=O)CSc2nc(C)cc(C)n2)c1	25%	2
CN1C(=O)CC(N2CCC(C(N)=O)(N3CCCCC3)CC2)C1=O (stereo unspecified)	u	x
BrC(=C\c1ccccc1)/C=N/Nc1ccc2nncn2n1	4%	-8
C[C@H](NC(=O)N1CCn2c1nc1ccccc12)C(=O)NC1CC1	u	x
O=C(NNC(=O)c1ccc(Br)s1)NC1CCCCC1	2%	9
Cc1cc(C(F)(F)F)nc(SCC(=O)NC2CC3CCC2C3)n1 (stereo unspecified)	i	x
COc1cc(SC)ccc1C(=O)N1CCN(S(=O)(=O)/C=C/c2ccccc2)CC1	u	x
O=C1c2cccc(OCC(=O)N3N=C(c4cccs4)CC3c3ccc(F)cc3)c2CCN1Cc1cccnc1 (stereo unspecified)	i	-13
Cc1cc(C)cc(N(CC(=O)Nc2c(C)n(C)n(-c3ccccc3)c2=O)S(C)(=O)=O)c1	-3%	-14
Cc1ccc(C)c(N2CCN(C(=O)C3CCCN(c4ncnc5c4nc4n5CCCCC4)C3)CC2)c1 (stereo unspecified)	i	5
Cc1cccc(OCc2nnc(SCC(=O)Nc3ccc(N4CCOCC4)cc3)o2)c1	i	4
CCC(=O)c1ccc(N2CCN(C(=O)c3cc([N+](=O)[O-])ccc3N3CCN(C)CC3)CC2)c(F)c1	u	x
Cc1cccc(C)c1N(CC(=O)N1CCOCC1)S(C)(=O)=O	u	x
Cc1ccc(C(=O)OCc2nnc(-c3ccc(Br)cc3)o2)cc1	i	x
CC(=O)OCc1c(C(F)(F)F)nn(C)c1Oc1ccccc1	-9%	-13
CC(OC(=O)CN1C(=O)c2ccccc2C1=O)C(=O)NC1(C#N)CCCCC1 (stereo unspecified)	u	x
O=C(Cc1ccccc1[N+](=O)[O-])N/N=C/c1cccnc1	-3%	1
CCn1c(Cc2ccccc2)nnc1SCc1ccc([N+](=O)[O-])cc1	-8%	-1
CCCCNC(=O)CC1Nc2ccccc2NC1=O (stereo unspecified)	i	x
COC(=O)N/N=C/c1c[nH]c2ccccc12	-1%	-3
O=C(NCCN1CCOCC1)c1ccccc1N1C(=O)[C@@H]2Cc3c([nH]c4ccccc34)C(c3ccc(F)cc3)N2C1=O (stereo partly specified)	u	x
COc1ccc(N2CC(NS(=O)(=O)c3ccc(F)cc3)CC2=O)cc1 (stereo unspecified)	u	x
C/C(CC(=O)NC(C)(C)C)=N\NC(=O)COc1ccc(C)cc1Br	u	x
COc1ccc(-n2c(C)c(C(=O)O)c3cc(OC)c4ccccc4c32)cc1	5%	8
O=C(CN1CCN(S(=O)(=O)c2ccccc2C(F)(F)F)CC1)NCc1cccs1	u	x
Cc1nn(C)c(C)c1CNC(=O)Nc1cccc(Cl)c1C	4%	-2
COc1cc2c(C(=O)OCCN(C)C)c(CSc3ccccc3)n(C)c2cc1Br	u	x
CCNc1ccc(Br)cc(C(=O)/C=C/c2ccc(Cl)cc2Cl)c1=O	u	x
CC(=O)Nc1ccc(CN2CCc3c([nH]c4ccccc34)C2C(C)(C)C)cc1 (stereo unspecified)	-4%	-6
O=C1C(Cl)=C(N2CCCC2)C(=O)N1c1ccccc1F	1.5µM*	2.9*
CC(=O)Nc1ccc(NC(=O)CSc2nc3[nH]ncc3c(=O)n2-c2ccccc2)cc1	u	x
N=c1c(C(=O)NCC2CCCO2)cc2c(=O)n3ccccc3nc2n1C1CCCCC1 (stereo unspecified)	i	-7
CC(C)C(NC(=O)c1cccs1)c1nnc(SCC(=O)Nc2nccs2)n1C (stereo unspecified)	u	x
O=C(c1cnn2c(C(F)(F)F)cc(-c3ccccc3)nc12)N1CCCc2ccccc21	u	x
Cc1cccc(CCNC(=O)c2cc(S(=O)(=O)N3CCCCC3)c[nH]2)c1	u	x
O=C(NC1CCCCC1)C(c1c(F)cccc1Cl)N(C(=O)c1csnn1)C1CC1 (stereo unspecified)	u	x
O=C(Nc1ccc(Cc2ccncc2)cc1)c1ccc(Br)o1	u	x
Cc1cccnc1NC(=O)Nc1ccccc1	u	x
O=C(CCCc1ccccc1)NCCc1ccccc1	i	1
CCOc1ccc2[nH]c(=O)c(CN(Cc3ccco3)Cc3nnnn3Cc3ccccc3)cc2c1	u	x
CN1C(=O)NC2(O)C(=O)c3ccccc3C12O (stereo unspecified)	-1%	17
NC(=O)c1ccc(-c2nnn(CC(=O)N(C3CCCC3)C3CCS(=O)(=O)C3)n2)cc1 (stereo unspecified)	10%	-10
CCN1CCN(C(=O)C(C)N(c2ccc(C)cc2)S(C)(=O)=O)CC1 (stereo unspecified)	-42%	-14
O=c1cc(CSc2nnnn2-c2ccccc2)nc2nc[nH]n12	-2%	-8
CCCn1c(SCC(=O)Nc2nc(C)cs2)nnc1-c1cccnc1	u	x
CCc1nnc(NC(=O)c2ccc3ccccc3n2)s1	u	x
Cc1ccc(NC(=O)C2CCN(S(=O)(=O)c3ccc4c(c3)OCCO4)CC2)c(O)c1	u	x
CCN(CC)c1ccc(NC(=O)CNCc2ccccc2Cl)c(C)c1	5%	4
COc1cc(C(=O)NCC(C)(C)CNC(=O)c2cc(OC)c(OC)c(OC)c2)cc(OC)c1OC	u	x
CC(C)(S)[C@@H](N)C(=O)O	-7%	1

A portion of the library; count on the stated rates, not on these rows.
